Shiga toxin inh = inhibitors of Shiga toxin in Vero cells; Vero cells, Shiga toxin protein synthesis inhibition reporter; inhibition, % at 38.7 µM; 9.2% of 290,000 active; in the data active = inhibition mostly above about 28%, no sharp cut-off; inactive = mostly below about 43%; note: 0% is about no effect
FBPA Giardia inh = blocks Giardia fructose-bisphosphate aldolase activity; AID 2451; 0.71% of 290,000 active; A8B2U2; Potency, µM (series often up to 59.6 µM), for inactives: at the top dose activity, negative = inhibition, hits mostly inhibitors; purified Giardia FBPA; note: potency is the fitted concentration of half-maximal effect; % is set by controls: 0 for no effect and ±100 for the full control effect; nearly all actives have a fitted effect of over 55% in size
Target sequence (A8B2U2 whole entry, looked up): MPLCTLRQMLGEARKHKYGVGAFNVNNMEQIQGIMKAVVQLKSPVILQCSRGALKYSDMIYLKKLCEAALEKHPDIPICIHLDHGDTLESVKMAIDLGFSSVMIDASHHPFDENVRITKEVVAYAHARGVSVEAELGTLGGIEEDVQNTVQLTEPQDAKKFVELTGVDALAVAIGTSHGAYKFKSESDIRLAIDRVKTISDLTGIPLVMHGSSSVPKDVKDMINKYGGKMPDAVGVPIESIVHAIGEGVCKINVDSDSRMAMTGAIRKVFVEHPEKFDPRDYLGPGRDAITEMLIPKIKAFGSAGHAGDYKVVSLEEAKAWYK
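Giardia FBPA (40 nM reagent) was preincubated 10 min at RT with compound (up to 57.5 uM final), then substrate plus GAPDH/TPI/NAD/arsenate coupling system with diaphorase/resazurin was added; resorufin fluorescence (525/598 nm) was read after 20 min.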
Pf growth 48h = P. falciparum growth inhibition at 48 hours (one generation). P. falciparum luciferase growth in erythrocytes, 48 h. Potency, µM (doses to about 28.7 µM), inactives show at the highest dose activity change, negative = inhibition, usual class: inhibitors. 5.9% of 310,000 active. AID 504832; note: potency is the fitted concentration of half-maximal effect; % is set by controls: 0 for no effect and ±100 for the full control effect
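Compounds are pin-transferred into medium, infected erythrocytes (2% hematocrit, 0.1% parasitemia final) are added, and plates sit one parasite generation at 37 C in 5% CO2. Detection reagent is then added and luminescence measured.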
Sm TGR inh = inhibitors of Schistosoma mansoni thioredoxin glutathione reductase; AID 485364; Potency, µM (top dose mostly 114 µM), without a hit: at the highest dose activity change, negative = inhibition, usual class: inhibitors; 3% of 360,000 active; Q962Y6; purified TGR, DTNB reduction, TNB absorbance 405 nm; note: potency is the fitted concentration of half-maximal effect; % is set by controls: 0 for no effect and ±100 for the full control effect; nearly all actives have a fitted effect of over 60% in size
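First, TGR (20 nM dispensed) and NADPH were mixed with compound. Second, a 15 min room-temperature incubation followed. Third, further NADPH and then DTNB were added to start the reaction. Finally, TNB absorbance was monitored kinetically.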
Pf growth 96h = P. falciparum growth inhibition at 96 hour, primary screen for plastid delayed-death inhibitors; Potency, µM (series often up to 28.7 µM), for the others: at the top dose activity change, negative = inhibition, usual class: inhibitors; AID 504834; 6.9% of 320,000 active; P. falciparum luciferase reporter growth, 96 h; note: potency is the fitted concentration of half-maximal effect; % is set by controls: 0 for no effect and ±100 for the full control effect
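P. falciparum expressing integrated firefly luciferase grown in erythrocytes (2% hematocrit, 0.05% parasitemia final) with compounds for 96 hours at 37 C, 5% CO2. Growth inhibition read as loss of luminescence after adding luciferase detection reagent.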
CHX counter = counter-screen hit for Shiga toxin inhibitors, cycloheximide; cell reporter, cycloheximide protein synthesis inhibition counterscreen; max response, %; 12% of 300,000 active; AID 2314; in the data active = max response mostly above about 13%, no sharp cut-off; inactive = mostly below about 14%; note: read at 38.3 µM for the half of the compounds with a filed dose; 0% is about no effect
* marks the source's active call; other numbers are inactive results; i = inactive; ? = inconclusive; . = no result given; [ ] = remark or other dose. Unless noted, calls come from the whole dose curve; as a rule, active = well fitted curve in the direction sought with a large enough effect; inconclusive = small, poorly fitted or top-dose-only effect, or another doubt; inactive = no such curve, though single readings can be large; an effect the other way counts as inactive or inconclusive. Rows were taken by chance; any-hit rate near 24%.

no. | Structure | Pf growth 48h | FBPA Giardia inh | Sm TGR inh
1 | C=CCn1c(C)cc(-c2csc(NC)n2)c1C | ? | ? | -12%
2 | CCOc1ccc(NC(=O)C2CC(=O)N(CC)C(=Nc3ccc4c(c3)OCO4)S2)cc1 (configuration not stated) | ? | 2% | -12%
3 | COc1ccc(CNC(=O)CNS(=O)(=O)c2ccc(Cl)cc2)cc1 | -11% | 2% | -17%
4 | CC(C)(C)c1n[nH]c(=S)n(/N=C/c2cccs2)c1=O | 8% | -30% | -12%
5 | O=C(O)C1CCc2sc3[nH]c(=S)n(-c4ccccc4)c(=O)c3c21 (configuration not stated) | -2% | 20µM* | -25%
6 | O=C(Nc1ccc(Cl)cn1)C1CCCN1S(=O)(=O)c1ccccc1 (configuration not stated) | -19% | 6% | 5%
7 | Cc1cc(C)n2cc(CSc3ncccc3C(=O)O)nc2n1 | 6% | -25% | -31%
8 | Cc1cnc(NC(=O)CSc2nnc(N)s2)s1 | 24% | 1% | 3%

no. | Pf growth 96h | Shiga toxin inh | CHX counter
1 | ? | -4 | 1
2 | 196%[activator] | 2 | -3
3 | 3% | 2 | -2
4 | -27% | 12 | -2
5 | -13% | -6 | -2
6 | 65%[activator] | -9 | -3
7 | 7% | -11 | -4
8 | 9% | 10 | 10

Additional records
no. | Structure | Pf growth 48h | FBPA Giardia inh | Sm TGR inh
9 | COc1ccc(-c2nc3n(n2)C(c2cccnc2)C(C(N)=O)=C(C)N3)cc1 (configuration not stated) | -10% | 1% | 12%
10 | O=C(NC(=S)NCc1ccccc1)c1ccccc1Br | ? | 4% | ?
11 | CC(C)CC(=O)Nc1ccc(-c2nnn(CC(=O)NCc3ccco3)n2)cc1 | 32%[activator] | 4% | .
12 | COc1cccc(NS(=O)(=O)c2ccc(-n3cccn3)cc2)c1 | 23% | . | 5%
13 | C=C1CCC[C@]2(C)C[C@H]3OC(=O)C(CN4CC(C)OC(C)C4)[C@H]3C[C@@H]12 (some centres not stated) | -19% | 8% | 6%
14 | Cc1ccccc1Cn1nc(C)c(NC(=O)c2nc3n(n2)C(C(F)F)CC(C)N3)c1C (configuration not stated) | -8% | 3% | 12%
15 | O=C(O)c1ccc2nc(CO)[nH]c2c1 | . | -29% | 5%
16 | COc1ccc2ccccc2c1CNCCN1CCOCC1 | ? | ? | ?

no. | Pf growth 96h | Shiga toxin inh | CHX counter
9 | 12µM* | 4 | -4
10 | ? | . | 1
11 | 152%[activator] | 86* | 29*
12 | -20% | -5 | -2
13 | ? | 3 | -4
14 | 8% | -10 | 1
15 | 40%[activator] | -11 | 0
16 | -26% | -7 | 3

(more compounds)
no. | Structure | Pf growth 48h | FBPA Giardia inh | Sm TGR inh
17 | CCN(c1ccc2c(c1)OCO2)S(=O)(=O)c1cc(Br)cc2c1N(C(C)=O)CC2 | ? | -14% | ?
18 | COC(=O)c1[nH]c2c(c1C)C(=O)CC(c1ccc(OC)cc1)C2 (configuration not stated) | . | 1% | -1%
19 | CC1(C)CC(=O)C=C(N=CC2=C(O)CC(C)(C)CC2=O)C1 | 3% | 1% | -14%
20 | COc1ccc(NC2C[C@H]3CCCC(=O)N4CC[C@@H](C2)[C@@H]34)cc1 (some centres not stated) | . | -20%[89.2 µM] | .
21 | COc1ccc(-c2noc(CCC(=O)Nc3nc4ccccc4s3)n2)cc1 | 10% | -1% | -7%
22 | COC(=O)c1sc(NC(=S)NC(=O)c2cccc(C)c2)nc1C | 38%[activator] | -18% | -16%
23 | O=C(CN1C(=O)S/C(=C/c2cccs2)C1=O)N1CCOCC1 | . | 4% | 0%
24 | Cc1onc(-c2ccccc2Cl)c1-c1nc(-c2ccncc2)no1 | . | 5% | 3%

no. | Pf growth 96h | Shiga toxin inh | CHX counter
17 | 9.3µM* | 15 | -3
18 | 5% | 2 | -2
19 | 6% | -3 | 10
20 | . | i | -1
21 | 39%[activator] | -3 | 1
22 | 73%[activator] | 21 | 7
23 | ? | -11 | -3
24 | 12µM* | 6 | -3

Carrying on:
no. | Structure | Pf growth 48h | FBPA Giardia inh | Sm TGR inh
25 | COc1ccc(-c2nnc3ccc(SCc4ccccc4)nn23)cc1 | ? | 1% | 11%
26 | Nc1cccc(-c2cc3ccccc3oc2=O)c1 | 62%[activator] | 0% | .
27 | O=C(CSCCO)Nc1ccc(C23CC4CC(CC(C4)C2)C3)cc1 | 215%[activator] | 2% | -6%
28 | CC(C)n1c(/N=C/c2c[nH]c3ccccc23)nc2ccccc21 | -29% | -1% | 0%
29 | O=C(O)CNc1nc(Cl)ccc1[N+](=O)[O-] | -9% | 8% | -1%
30 | O=C(Nc1ccc(Cl)cc1)Nc1ccc(Br)cn1 | . | -12% | -3%
31 | CC(C)c1nnc(NC(=O)CCC(=O)NCc2ccc(F)cc2)s1 | ? | -2% | 8%
32 | CCN(CC)CCCNC(=O)N[C@@H](Cc1ccccc1)C(=O)O | 13% | -10% | 5%

no. | Pf growth 96h | Shiga toxin inh | CHX counter
25 | ? | 9 | -1
26 | ? | 8 | 6
27 | 51%[activator] | 53* | 24*
28 | -6% | 45 | 20*
29 | 14% | -22 | -2
30 | ? | 22 | 9
31 | 33%[activator] | -8 | 2
32 | 35%[activator] | 36 | -7

Part of the list above, set out differently.
Below each SMILES: Pf growth 48h	FBPA Giardia inh	Sm TGR inh	Pf growth 96h	Shiga toxin inh	CHX counter
(14) Cc1ccccc1Cn1nc(C)c(NC(=O)c2nc3n(n2)C(C(F)F)CC(C)N3)c1C (configuration not stated)
  -8%	3%	12%	8%	-10	1
(15) O=C(O)c1ccc2nc(CO)[nH]c2c1
  .	-29%	5%	40%[activator]	-11	0
(16) COc1ccc2ccccc2c1CNCCN1CCOCC1
  ?	?	?	-26%	-7	3
(17) CCN(c1ccc2c(c1)OCO2)S(=O)(=O)c1cc(Br)cc2c1N(C(C)=O)CC2
  ?	-14%	?	9.3µM*	15	-3
(18) COC(=O)c1[nH]c2c(c1C)C(=O)CC(c1ccc(OC)cc1)C2 (configuration not stated)
  .	1%	-1%	5%	2	-2
(19) CC1(C)CC(=O)C=C(N=CC2=C(O)CC(C)(C)CC2=O)C1
  3%	1%	-14%	6%	-3	10
(20) COc1ccc(NC2C[C@H]3CCCC(=O)N4CC[C@@H](C2)[C@@H]34)cc1 (some centres not stated)
  .	-20%[89.2 µM]	.	.	i	-1
(21) COc1ccc(-c2noc(CCC(=O)Nc3nc4ccccc4s3)n2)cc1
  10%	-1%	-7%	39%[activator]	-3	1
(22) COC(=O)c1sc(NC(=S)NC(=O)c2cccc(C)c2)nc1C
  38%[activator]	-18%	-16%	73%[activator]	21	7
(23) O=C(CN1C(=O)S/C(=C/c2cccs2)C1=O)N1CCOCC1
  .	4%	0%	?	-11	-3
(24) Cc1onc(-c2ccccc2Cl)c1-c1nc(-c2ccncc2)no1
  .	5%	3%	12µM*	6	-3
(25) COc1ccc(-c2nnc3ccc(SCc4ccccc4)nn23)cc1
  ?	1%	11%	?	9	-1
(26) Nc1cccc(-c2cc3ccccc3oc2=O)c1
  62%[activator]	0%	.	?	8	6
(27) O=C(CSCCO)Nc1ccc(C23CC4CC(CC(C4)C2)C3)cc1
  215%[activator]	2%	-6%	51%[activator]	53*	24*
(28) CC(C)n1c(/N=C/c2c[nH]c3ccccc23)nc2ccccc21
  -29%	-1%	0%	-6%	45	20*
(29) O=C(O)CNc1nc(Cl)ccc1[N+](=O)[O-]
  -9%	8%	-1%	14%	-22	-2

Additional entries.
no. | Structure | Pf growth 48h | FBPA Giardia inh | Sm TGR inh
33 | CCN(CC)S(=O)(=O)c1cccc(NC(=O)COC(=O)/C=C/c2ccco2)c1 | 40%[activator] | -2% | 22µM*
34 | O=S(=O)(c1ccc2ccccc2c1)N(CC1CO1)c1ccccc1 (configuration not stated) | -1% | 16% | -21%[57.1 µM]
35 | O=[N+]([O-])c1cc(C(F)(F)F)ccc1NC1CCN(Cc2ccccc2)CC1 | 7.4µM* | -2% | 1%
36 | COc1cccc(Nc2n[nH]c(=S)s2)c1 | 51%[activator] | -17% | -4%

no. | Pf growth 96h | Shiga toxin inh | CHX counter
33 | 56%[activator] | 7 | 4
34 | 14% | -3 | 1
35 | 6% | -6 | 1
36 | 0% | -11 | -7

Screening data from PubChem.
